Assay outcomes (PubChem BioAssay)
HTR5A ag ctr: HTR5A agonism, opioid heterodimer counter-screen | HTR5A agonist assay, luminescence, cell-based | AID 504692 | actives 0.61% (n = 340,000) | activation, % at 9.3 µM; in the data active means activation mostly above about 9.5%, no sharp cut-off; inactive means mostly below about 7.6%;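 further: 0% = cells with vehicle only and 100% = reference agonist; strong numbers were not always called active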
Target sequence (P47898 whole entry, looked up): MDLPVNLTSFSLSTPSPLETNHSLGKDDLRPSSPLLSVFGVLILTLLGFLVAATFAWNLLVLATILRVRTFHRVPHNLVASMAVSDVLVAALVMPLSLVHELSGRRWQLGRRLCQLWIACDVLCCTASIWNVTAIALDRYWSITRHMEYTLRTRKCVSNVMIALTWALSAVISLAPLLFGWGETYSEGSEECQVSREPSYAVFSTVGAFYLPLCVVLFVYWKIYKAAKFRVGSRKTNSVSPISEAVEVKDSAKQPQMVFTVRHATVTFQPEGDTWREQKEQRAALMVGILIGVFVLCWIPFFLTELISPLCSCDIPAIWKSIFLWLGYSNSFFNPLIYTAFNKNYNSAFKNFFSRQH
dFosB activator: enhances mouse delta FosB homodimer DNA binding; purified delta FosB, TAMRA-CDK5 oligo fluorescence polarization; percent of positive-control signal above neutral wells; activation, % at 25 µM; actives 0.99% (n = 340,000); AID 493131;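 active means mean activation above about 17%, with every replicate also reaching it, limit read from the data, passing the limit was not always enough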;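 further: fluorescence polarization rise as delta FosB binds a TAMRA Cdk5 AP-1 oligo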
SR-BI DiI inh: inhibitors of mouse SR-BI mediated HDL lipid uptake; Q61009; inhibition, % at 12.5 µM; AID 488896; ldlA[mSR-BI] CHO cells, DiI-HDL uptake fluorescence, 3 h; actives 0.96% (n = 320,000);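 active means mean replicate inhibition of at least 70% and a set share of replicates each scoring 70 or more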;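 further: 0% = median of neutral control wells and 100% = median of positive control wells; values of inactives mirror those of a sister screen read the other way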
Wnt act: activates Wnt/beta-catenin signaling in a reporter cell assay. activator, plate reader. activation, % at 9.35 µM. actives 1.2% (n = 300,000). AID 743398; in the data active means activation above about 30%, passing the limit was not always enough;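 further: 0% = neutral control wells and 100% = positive control wells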
V-ATPase pH: regulators of yeast V-ATPase proton transport; S. cerevisiae, pHLuorin cytosolic pH fluorescence; response, % at 10 µM; actives 0.37% (n = 350,000); AID 504577; in the data active means response mostly above about 7.3%, no sharp cut-off; inactive means mostly below about 5.4%; further: actives read high; inactives centre near 0; some compounds called inactive have numbers as strong as hits; reference of the scale not given here
CDK5 p35 inh: CDK5/p35 (human) kinase inhibition. Recombinant CDK5/p35, ADP-Glo luminescence, 60 min. inhibition, % at 10 µM. actives 0.01% (n = 330,000);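 active means highest replicate inhibition of at least 50% and at least 75% of replicates reaching 50%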;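 further: plate controls were DMSO neutral control for no effect and GW8510 at 10 µM for full effect; many of its hits are not listed in these tables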
Target sequence (Q00535 whole entry, looked up): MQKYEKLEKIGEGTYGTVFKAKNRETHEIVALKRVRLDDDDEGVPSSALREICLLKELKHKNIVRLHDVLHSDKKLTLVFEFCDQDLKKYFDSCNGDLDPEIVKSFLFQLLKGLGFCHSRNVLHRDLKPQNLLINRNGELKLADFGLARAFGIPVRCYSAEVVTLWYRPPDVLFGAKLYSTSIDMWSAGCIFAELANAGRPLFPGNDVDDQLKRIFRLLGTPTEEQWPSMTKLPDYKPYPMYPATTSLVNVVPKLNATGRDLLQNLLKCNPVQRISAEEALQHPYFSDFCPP
Target sequence (Q15078 whole entry, looked up): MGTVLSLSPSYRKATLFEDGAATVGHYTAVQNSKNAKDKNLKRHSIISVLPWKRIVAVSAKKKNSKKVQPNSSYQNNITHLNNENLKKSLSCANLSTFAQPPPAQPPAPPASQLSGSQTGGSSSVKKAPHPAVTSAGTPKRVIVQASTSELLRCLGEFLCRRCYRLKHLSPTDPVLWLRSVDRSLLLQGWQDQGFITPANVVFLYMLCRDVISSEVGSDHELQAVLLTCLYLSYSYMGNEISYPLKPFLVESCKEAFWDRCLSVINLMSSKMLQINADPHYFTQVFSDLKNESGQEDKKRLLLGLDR
PvdQ inh: P. aeruginosa PvdQ acylase inhibition; purified PvdQ acylase, fluorescence plate reader; inhibition, % at 10 µM; actives 0.063% (n = 340,000); AID 488965; in the data active means inhibition above about 30%, passing the limit was not always enough;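 further: 0% = vehicle neutral wells and 100% = reference inhibitor wells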
MITF TRPM1 HTS: activators of MITF-driven TRPM1 promoter activity in SK-MEL-5 cells. SK-MEL-5 TRPM1-promoter luciferase, 24 h; % of positive control, neutral wells = 0. activation, % at 12.5 µM. actives 0.75% (n = 300,000). AID 588334;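 active means mean activation of at least 80% with every replicate also reaching 80%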;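 further: 0% = neutral control wells and 100% = parthenolide positive control wells; values of inactives mirror those of a sister screen read the other way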
NSD2 HMT inh: blocks human histone methyltransferase NSD2 | O96028 | NSD2 peptide methylation, AlphaScreen, 120 min | inhibition, % at 12.5 µM | actives 0.54% (n = 310,000); in the data active means inhibition above about 50%
HTR5A inv ctr: inverse agonist of human HTR5A in OPRM1-OPRD1 counter-screen. HTR5A cell line, luminescence, inverse agonism. inhibition, % at 9.3 µM. actives 0.083% (n = 340,000). AID 504634; in the data active means inhibition mostly above about 23%, no sharp cut-off; inactive means mostly below about 18%;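 further: 0% = cells with DMSO and 100% = no-cell wells with DMSO; some compounds called inactive have numbers as strong as hits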
* = called active by the depositor; nt = not tested or not shown.

The line under a structure holds: HTR5A ag ctr	dFosB activator	SR-BI DiI inh	Wnt act	V-ATPase pH	CDK5 p35 inh	PvdQ inh	MITF TRPM1 HTS	NSD2 HMT inh	HTR5A inv ctr
- CN(C)/C=N/c1c(C#N)cnn1-c1nc2ccccc2s1
 : -1.6	-19.5	22.4	nt	-4.7	-1.1	4.7	12.5	-0.6	-4.8
- Cc1ccc(S(=O)(=O)N2CCC(C(=O)Nc3ccc(S(=O)(=O)N4CCCC4)cc3)CC2)cc1C
 : 2.6	-4.1	-8.5	-2.9	0.3	-0.8	-0.1	-16.6	-0.3	-0.3
- Cc1ccc(NC(=O)CCC(=O)OCCCC(F)(F)C(F)(F)F)cc1
 : 2.6	-6.1	-13.1	nt	-0.5	0.7	-9.1	-9.6	-1.3	-6.3
- O=C(Cn1cnc2c(nnn2-c2ccc(F)cc2)c1=O)NCC1CCCO1 (centres undefined)
 : 5.1	-4.0	-6.2	-1.6	-1.0	-0.6	-4.1	-0.5	-1.2	10.5
- COc1ccc(OC)c(-c2csc(NC(=O)COC(=O)C3CCC3)n2)c1
 : 1.2	-5.2	18.4	-1.1	2.4	-1.3	-11.1	4.1	-0.5	-16.4
- CC1CCCN(CCSc2ccc(Cl)cc2)C1 (centres undefined)
 : 0.3	5.0	5.5	-2.5	5.1	0.8	8.7	7.6	5.4	10.7
- CCOc1ccccc1NC(=O)C1CCN(c2nc(-c3ccc(OC)cc3)no2)CC1
 : 12.4	2.4	57.4	5.1	-3.8	1.2	-10.3	-4.0	nt	-37.6
- COCCCNC(=S)NNC(=O)c1ccc2c(c1)OCO2
 : -0.5	5.2	3.7	nt	-4.3	0.2	-8.5	-5.6	-0.8	8.4
- CC1CCCC(NS(=O)(=O)c2ccc3c(c2)OCCO3)C1C (centres undefined)
 : 4.4	-2.6	-32.8	nt	6.3	1.9	-15.8	-17.5	35.4	-18.4
- COc1ccccc1-c1n[nH]c(=S)n1Cc1ccccc1
 : -1.4	4.8	7.4	1.3	-4.2	-0.8	-6.3	nt	-5.8	5.3
- O=C(O)CN=C1NC2(CCCC2)Cc2ccccc21
 : 5.0	-8.7	-34.3	4.6	-2.3	-0.2	3.6	5.6	nt	9.5
- Cc1cccc2cn[nH]c12
 : 2.3	-7.5	-14.5	-1.7	-0.7	-2.8	-11.4	-7.0	nt	9.8
- C/C(=N\OCc1ccc(C#N)cc1)c1cc2ccccc2o1
 : 0.2	-15.1	nt	5.0	-3.1	-1.4	1.4	26.4	-2.6	-15.0
- O=C(c1ccc([N+](=O)[O-])cc1[N+](=O)[O-])N1CCN(C(=O)C2CCCO2)CC1 (centres undefined)
 : -0.2	-3.3	-0.5	0.1	3.1	-1.6	-5.1	-28.4	-2.0	0.7
- O=S(=O)(c1ccccc1)c1nc(-c2ccco2)oc1NCCCn1ccnc1
 : -2.4	-6.5	-11.3	nt	2.6	-6.7	-15.4	0.0	1.7	5.6
- CCn1ncc(Br)c1C(=O)Nc1ccc(C(C)C)cc1
 : 0.9	-3.1	22.8	6.1	-3.0	0.8	4.0	10.4	-1.6	-3.2
- CCOc1cccc(OCCNC2CCCC2)c1
 : -12.0	-2.3	3.5	-1.8	-1.3	0.5	8.7	-0.5	2.5	-11.1
- COc1cc(SC)ccc1C(=O)NNC(=O)c1cc(C)oc1C
 : 4.0	-4.5	-6.1	22.9	3.0	6.2	-7.9	26.2	0.1	-7.3
- CCCc1nc2ccccc2n1CCc1ccccc1
 : -3.2	0.5	12.7	0.6	-2.5	0.8	-17.4	6.3	-2.3	8.0
- COc1ccc(S(=O)(=O)Nc2cccc3c2O[C@H](CN(C)C(=O)Nc2ccccc2)[C@@H](C)CN([C@H](C)CO)C3=O)cc1
 : 2.2	-5.9	6.3	1.9	0.2	-1.9	-2.2	5.8	nt	-8.2

The results go on:
The line under a structure holds: HTR5A ag ctr	dFosB activator	SR-BI DiI inh	Wnt act	V-ATPase pH	CDK5 p35 inh	PvdQ inh	MITF TRPM1 HTS	NSD2 HMT inh	HTR5A inv ctr
- O=C(NN=Cc1cc(=O)[nH]c(=O)[nH]1)c1ccncc1
 : 1.9	0.9	-4.0	0.0	-5.0	-2.9	-15.6	3.6	-0.7	-7.4
- c1ccc(C2Nc3ccccc3-c3nc4ccccc4n32)cc1 (centres undefined)
 : 9.3	-9.5	13.0	37.3*	-3.9	-0.5	-3.7	nt	4.9	-25.6
- CCCNC(=O)Cn1nc(C)n2c(cc3cc(F)ccc32)c1=O
 : 3.7	-9.0	5.0	0.6	0.3	0.5	-17.2	7.9	-2.9	-13.9
- CCOC(=O)CSCC(=O)Nc1nnc(-c2cccc([N+](=O)[O-])c2)s1
 : -0.4	3.8	-17.6	1.8	-1.2	0.4	-2.0	nt	nt	-24.5
- COc1ccc(C(O)(c2ccccc2)C(C(=O)O)c2ccccc2)cc1 (centres undefined)
 : -0.2	0.3	10.8	8.2	2.0	1.2	-14.3	7.3	-1.2	0.7
- CCC(NC(=O)Nc1cc(OC)c(OC)c(OC)c1)(C(F)(F)F)C(F)(F)F
 : -0.2	-3.1	-7.3	nt	-3.0	-1.0	5.0	-6.6	6.4	-6.9
- CC(=O)NC1(NC(C)=O)CCN(C)CC1
 : 1.1	-0.1	-16.2	-1.0	5.2	0.0	5.4	-6.7	-4.4	8.2
- CN1CCN(S(=O)(=O)c2cccc(C(=O)NCCOc3ccccc3F)c2)CC1
 : -1.7	7.8	-6.8	1.5	2.6	0.0	-16.7	7.8	-2.7	-2.0
- CN(c1ccc([N+](=O)[O-])cc1C(N)=O)C1CCCCC1
 : 2.6	2.8	-13.2	-1.5	1.4	-7.3	-2.7	2.5	-4.4	-14.3
- CCCCc1nnc(SCC(=O)Nc2nccs2)n1C
 : 1.6	0.7	-13.3	24.7	5.3	1.9	-17.1	-5.3	0.7	-33.9
- COc1ccc(C)cc1S(=O)(=O)N(CC(=O)Nc1cccc([N+](=O)[O-])c1)c1cc(C)cc(C)c1
 : 6.6	4.2	58.4	-5.3	4.8	-0.4	-16.5	-6.5	-3.9	-17.1
- CN(C(=O)CSc1nnc(CN2CCCC2)n1Cc1ccccc1)c1ccccc1
 : -5.1	-6.3	-2.6	0.2	-1.4	-0.1	-13.3	1.1	-3.4	-16.1
- Cc1ccc(S(=O)(=O)Oc2ccc(/C=C3\N=C(c4cccc(C)c4)OC3=O)cc2)cc1
 : 5.9	-1.5	3.8	nt	-0.2	-1.1	-14.7	6.3	-1.2	-3.9
- O=C(CCC(=O)N1CCN(S(=O)(=O)c2cccc(F)c2)CC1)c1cccs1
 : -4.3	0.1	nt	-0.8	1.1	0.9	-6.3	-9.2	nt	-47.3
- CCN(CC)C(=O)C1CC(=O)N(c2ccc(F)c(Cl)c2)C1 (centres undefined)
 : 4.0	6.6	13.7	nt	-1.3	0.6	-10.2	-6.2	-1.7	-25.9
- Cc1ccc(C(=O)N2CCN(Cc3ccc4c(c3)OCO4)CC2)o1
 : 0.4	-3.5	-6.2	nt	-3.6	-0.1	-0.4	-4.0	2.3	5.5
- COc1ccc(NC(=O)C2CCCN(S(C)(=O)=O)C2)cc1Cl (centres undefined)
 : -2.4	-2.9	-9.8	-0.3	-1.1	-0.2	-10.0	nt	-0.2	9.2
- CCOC(=O)/C=C1/SCC(=O)N1CCOc1cccc(Br)c1
 : -1.1	-13.0	9.4	2.8	7.2	-0.1	-11.2	-0.6	-3.1	4.4
- CCOc1ccccc1NC(=O)C1CCN(C(=O)C2CC(=O)N(c3ccc(C)cc3)C2)CC1 (centres undefined)
 : -1.8	-10.0	nt	-0.7	-5.0	-1.1	-5.9	-11.6	0.4	4.9
- COc1ccc(CNC(=O)c2ccc(Cl)c(S(=O)(=O)N3CCOCC3)c2)cc1OC
 : -0.3	-9.0	-9.2	nt	1.1	0.7	-15.8	-15.0	-0.7	0.8

Following part
The line under a structure holds: HTR5A ag ctr	dFosB activator	SR-BI DiI inh	Wnt act	V-ATPase pH	CDK5 p35 inh	PvdQ inh	MITF TRPM1 HTS	NSD2 HMT inh	HTR5A inv ctr
- CCOC(=O)C1=C(C)NC(=O)NC1c1ccc(OC(=O)c2ccco2)cc1 (centres undefined)
 : 2.2	-4.2	-17.5	-0.5	-1.2	0.5	-6.4	-2.6	-0.9	-5.3
- CC(C)(C)NC(=O)C(c1ccc(F)cc1)N(Cc1ccco1)C(=O)Cn1nnc(-c2cccs2)n1 (centres undefined)
 : 4.1	-9.6	37.7	0.0	2.4	1.3	-2.3	-12.9	-3.5	-11.0
- CCOC(=O)C1=C(C)Nc2ccccc2N=C1NC(=O)C1CCN(C(=O)c2ccccc2C)CC1
 : -0.5	-9.8	-8.0	-4.1	2.4	0.2	-14.1	-5.8	-0.7	1.9
- O=C(O)Cn1c2c(c3ccccc31)CSc1ccc(Cl)cc1-2
 : 2.1	-4.7	4.8	-1.0	2.4	0.0	-14.3	-15.1	nt	-7.4
- CCCCCCCN1CCC(=O)N([C@H](CO)c2ccccc2)CC1
 : 6.2	4.3	-10.3	-4.7	-1.8	-0.6	-10.3	-3.6	nt	-16.7
- Cc1cc(C)n(C(=O)c2ccc(C)c(S(=O)(=O)N3CCCCC3)c2)n1
 : -2.6	-11.5	22.2	1.0	-5.6	1.4	-1.3	-14.7	-0.7	14.1
- CC(=O)N1c2ccc(S(=O)(=O)N3CCC(C(=O)Nc4cccc(C)n4)CC3)cc2CC1C (centres undefined)
 : 0.1	-5.9	26.1	-4.5	-2.0	-0.3	4.2	-11.2	-4.3	-4.4
- Cn1c(=O)c2c(nc(NCCNC(=O)c3ccco3)n2Cc2ccccc2Cl)n(C)c1=O
 : -0.8	-4.3	19.9	2.0	-1.7	-0.4	1.6	nt	nt	2.0
- COc1ccc(S(=O)(=O)N2CCCCC2)cc1NC(=O)C1CC1
 : 0.4	-3.5	-22.8	-3.9	8.6	0.2	-15.9	-11.9	-1.7	12.9
- COc1ccc(/C=C2\SC(=N)N(c3ccc(F)cc3)C2=O)cc1
 : 2.8	15.0	13.3	-2.3	-6.0	1.1	-15.0	4.1	0.6	-0.7

Some of these compounds in order of the dFosB activator value, high to low:
| structure | dFosB activator |
| --- | --- |
| COc1ccc(/C=C2\SC(=N)N(c3ccc(F)cc3)C2=O)cc1 | 15.0 |
| CC(=O)N1c2ccc(S(=O)(=O)N3CCC(C(=O)Nc4cccc(C)n4)CC3)cc2CC1C (centres undefined) | -5.9 |
| Cc1cc(C)n(C(=O)c2ccc(C)c(S(=O)(=O)N3CCCCC3)c2)n1 | -11.5 |
